# Apoferritin bind – binds horse apoferritin like a general anesthetic | P02791 | apoferritin/1-aminoanthracene competitive binding, fluorescence | Potency, µM (top dose mostly 77.5 µM), for inactives: at the highest dose activity change, negative = displacement, hits mostly inhibitors | 350,000 tested, 0.074% active | AID 485281; also: potency is read from the fitted curve at half-maximal effect; % is scaled to controls: 0 for no effect and ±100 for the full control effect; nearly all actives have a fitted effect of over 20% in size
# Target sequence (P02791 2-175 limits assumed): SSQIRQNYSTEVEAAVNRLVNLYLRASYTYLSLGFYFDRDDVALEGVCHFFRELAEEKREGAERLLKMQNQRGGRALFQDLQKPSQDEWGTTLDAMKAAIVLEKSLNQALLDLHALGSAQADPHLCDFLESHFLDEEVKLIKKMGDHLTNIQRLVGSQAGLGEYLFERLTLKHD
#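 Concentration-response curves derived by four-parameter Hill fitting of normalized fluorescence, where compounds displaced 1-AMA from 10 uM horse apoferritin following a brief 10 min room-temperature incubation; propofol titration acted as positive control.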
# LDHA inh – blocks human lactate dehydrogenase A; 480,000 tested, 0.15% active; AID 1347041; P00338; activity change, % (values are at about 110 or 230 µM); purified LDHA, NADH/diaphorase-resazurin fluorescence; stronger effect = lower value; in the data active = activity change below about -30%; inconclusive = mostly about -25% to -30%;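 also: plate controls were DMSO wells for no effect and wells without enzyme for full effect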
#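 Resorufin fluorescence (ex540/em590), read at 0 and 20 min after diaphorase/resazurin addition, reports the NADH left after a 5 min room-temperature reaction of 2 nM human LDH5 with 0.06 mM NADH and 0.2 mM pyruvate.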
# APEX1 inh – inhibitors of human APE1 endonuclease; P27695; Potency, µM (highest dose often 65.8 µM), for inactives: at the highest dose activity change, negative = inhibition, hits mostly inhibitors; 350,000 tested, 0.35% active; recombinant APE1, TAMRA/BHQ-2 abasic DNA cleavage fluorescence; AID 2517;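 also: potency is read from the fitted curve at half-maximal effect; plate controls were vehicle for no effect and reference inhibitor for full effect; nearly all actives have a fitted effect of over 55% in size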
#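 Readout is kinetic fluorescence (ex 525, em 598 nm) from cleavage of 50 nM TAMRA/BHQ-2 THF abasic duplex by 0.75 nM APE1, compound added 15 min beforehand at RT.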
# POLI inh – inhibitors of human DNA polymerase iota | Q9UNA4 | Pol iota fluorescent replication assay, 10 min | Potency, µM (doses to about 115 µM), for the others: at the top dose activity, negative = inhibition, most hits filed as inhibitors | 390,000 tested, 1% active | AID 588590; also: potency is read from the fitted curve at half-maximal effect
#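 Pol iota at 10 nM preincubated 15 min with compounds at room temperature; reaction started with fluorescent substrate, 50 nM final. Fluorescence read kinetically at 0 and 10 min; buffer-only wells as negative control.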
# BLM inh – Bloom syndrome helicase (human) inhibition; P54132; recombinant BLM DNA unwinding, fluorescence dequenching; Potency, µM (top dose mostly 56.1 µM), for the others: at the top dose activity change, negative = inhibition, actives largely listed as inhibitors; 350,000 tested, 0.2% active; AID 2528;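 also: potency is read from the fitted curve at half-maximal effect; plate controls were vehicle for no effect and no enzyme for full effect; nearly all actives have a fitted effect of over 35% in size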
# Pol eta inh – DNA polymerase eta (human) inhibition; Q9Y253; AID 588591; 390,000 tested, 1.2% active; Potency, µM (top dose mostly 114 µM), without a hit: at the highest dose activity change, negative = inhibition, most hits filed as inhibitors; recombinant Pol eta, fluorescent DNA replication assay; also: potency is read from the fitted curve at half-maximal effect; % is scaled to controls: 0 for no effect and ±100 for the full control effect
#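 Pol eta at 10 nM preincubated with compounds 15 min at room temperature; reaction started with fluorescent substrate (50 nM final) and read kinetically at 0 and 10 min.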
# Glioma ERSR ind – inducers of ER stress response in human glioma cells; U87-MG GRP78 promoter luciferase reporter, 16 h; Potency, µM, for the others: at the top dose activation, usual class: activators; 420,000 tested, 0.02% active; also: potency is read from the fitted curve at half-maximal effect; series mostly up to about 76 µM; % of control where 0% means no effect; nearly all actives have a fitted effect of over 35% in size
#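 Stably transfected U87-MG glioma cells carrying a GRP78-based luciferase sensor; 16 h compound incubation. Luminescence end-point read 10 min after Bright-Glo addition at room temperature.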
# POLB inh – inhibitors of human DNA polymerase beta. P06746. 340,000 tested, 1.3% active. AID 485314. Potency, µM (titrated, usually from 114 µM), without a hit: at the highest dose activity change, negative = inhibition, usual class: inhibitors. Pol beta primer extension/strand displacement, fluorescence kinetic; also: potency is read from the fitted curve at half-maximal effect; % is scaled to controls: 0 for no effect and ±100 for the full control effect
#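 Kinetic readout of DNA synthesis with strand displacement by Pol beta. Compound and 10 nM enzyme sit 15 min at room temperature; 50 nM substrate starts the reaction, read immediately and at 10 min.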
# POLK inh – inhibitors of human DNA polymerase kappa; Q9UBT6; purified Pol kappa, fluorescent DNA synthesis assay, 10 min; Potency, µM (series often up to 107 µM), for the others: at the highest dose activity, negative = inhibition, actives largely listed as inhibitors; 400,000 tested, 0.53% active; also: potency is read from the fitted curve at half-maximal effect; % is scaled to controls: 0 for no effect and ±100 for the full control effect
# Target sequence (Q9UBT6 whole entry, looked up): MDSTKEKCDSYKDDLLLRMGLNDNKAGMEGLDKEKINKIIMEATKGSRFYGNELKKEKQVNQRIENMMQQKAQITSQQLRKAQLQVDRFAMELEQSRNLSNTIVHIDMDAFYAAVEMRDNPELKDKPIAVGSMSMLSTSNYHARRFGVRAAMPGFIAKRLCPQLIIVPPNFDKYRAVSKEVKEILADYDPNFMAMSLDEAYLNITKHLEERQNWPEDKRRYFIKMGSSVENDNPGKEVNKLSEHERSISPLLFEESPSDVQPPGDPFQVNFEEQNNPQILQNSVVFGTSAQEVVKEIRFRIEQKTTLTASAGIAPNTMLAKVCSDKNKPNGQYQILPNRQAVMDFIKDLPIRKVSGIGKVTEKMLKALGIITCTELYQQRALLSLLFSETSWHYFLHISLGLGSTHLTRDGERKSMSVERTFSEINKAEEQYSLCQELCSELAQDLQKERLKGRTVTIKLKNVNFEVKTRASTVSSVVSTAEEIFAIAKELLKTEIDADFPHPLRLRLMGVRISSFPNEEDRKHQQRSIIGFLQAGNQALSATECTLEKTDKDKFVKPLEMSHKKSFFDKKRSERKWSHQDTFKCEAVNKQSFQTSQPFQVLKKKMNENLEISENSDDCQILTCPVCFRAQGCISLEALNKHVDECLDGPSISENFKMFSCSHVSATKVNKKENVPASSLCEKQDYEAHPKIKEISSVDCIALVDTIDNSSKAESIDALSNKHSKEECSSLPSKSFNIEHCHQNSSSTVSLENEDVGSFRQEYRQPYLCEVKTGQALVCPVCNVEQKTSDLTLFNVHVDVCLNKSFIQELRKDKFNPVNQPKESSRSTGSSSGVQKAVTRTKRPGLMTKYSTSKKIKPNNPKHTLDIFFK
#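 Here, compound and 10 nM enzyme are combined for 15 min at room temperature; adding 50 nM substrate (final) starts DNA synthesis, tracked by fluorescence at 0 and 10 min against buffer-only wells.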
# * = called active by the depositor; ? = inconclusive; · = not tested or not shown; & = joins results of further samples; [ ] = dose if it differs, or a comment. Unless noted, calls follow the shape of the dose curve; as a rule, active = well fitted curve in the direction sought with a large enough effect; inconclusive = small, poorly fitted or top-dose-only effect, or another doubt; inactive = no such curve, though single readings can be large; an effect the other way counts as inactive or inconclusive.
SMILES,Apoferritin bind,LDHA inh,APEX1 inh,POLI inh,BLM inh,Pol eta inh,Glioma ERSR ind,POLB inh,POLK inh
COc1ccc(Cl)cc1NC(=O)Cn1nc(Cc2ccncc2)c2ccccc2c1=O,-10%,0&2,·,38%[activator],-2%,-22%,-1%,16%,-4%
CC1CCCN(C(=O)C23CCC(C)(C(=O)C2)C3(C)C)C1 (stereo not given),-21%,-7,9%,15%,-2%,-5%,-3%,6%,-14%
Cn1c2ccccc2c2c(C(=O)NCC3CCCO3)cn(C3CCCC3)c(=O)c21 (stereo not given),4%,4,3%,12%,-2%,-11%,2%,0%,-15%
CC/C(=N\NC(=O)CSc1ncccn1)c1ccc2c(c1)OCCO2,-3%,-8,2%,17%,5%,-2%,-3%,15%,-2%
CCNC(=O)c1cccc(NC(=O)c2cc(C3CC3)nc3c2cnn3C(C)C)c1,·,-2,-5%,4%,·,-24%,0%,·,-2%
Cn1c(N2CCCC2)nc2c1c(=O)n(Cc1ccc(F)cc1)c(=O)n2C,-12%,4,5%,-8%,1%,-14%,-4%,4%,13%
CC1(C)Cc2nc(N)c(C(=O)NCCO)cc2CO1,7%,-4,-5%,?,0%,-5%,3%,5%,-4%
Cn1c(SCC(=O)Nc2ccc3c(c2)OCO3)nnc1C(F)(F)F,·,-2,22%,-1%,·,-4%,1%,·,-1%
CC(C)SCc1cc(N2CCCC2)nc(-c2ccccc2)n1,-6%,-9,-7%,80%[activator],-7%,-17%,-2%,-6%,-12%
Cc1ccc(C(=O)NC(=S)N2CCN(c3ccc([N+](=O)[O-])cc3)CC2)cc1,-3%,-3,3%,4%,2%,-11%,1%,-7%,0%
COc1ccc(Cn2c(C)ccc2C)cc1,-10%,-3,-5%,4%,0%,-12%,2%,4%,5%
Cc1ccc(OCC(=O)Nc2ccc(F)cc2)cc1C,-11%,7,0%,-11%,2%,-12%,8%,1%,-4%
COC(=O)c1cc2c(cc1Cl)N1CCCCCC1=NS2(=O)=O,-11%,-2,3%,14%,1%,-6%,-3%,37%,-1%
CCCCOC(=O)Nc1ccc(N2CCCCC2)cc1,?,5,-6%,-3%,-4%,-13%,-2%,30%,-15%
O=C(O)CSc1nnc(-c2ccc3c(c2)OCO3)o1,-9%,7,2%,1%,-8%,-11%,-12%,?,-8%
C=C(C)[C@@H]1CC=C(CN2CCC(CCOC)(C(=O)OCC)CC2)CC1,-5%,-1,8%,-6%,-10%,-7%,-2%,48%,-4%
C=CCNc1nc(C)c(CNc2c(C)cc(C)cc2C)nc1C#N,?,1,27%,-16%,-13%,-11%,-3%,-17%,7%
CCN(CC)C(=O)Cn1cc(SCC(=O)Nc2cccc(F)c2)c2ccccc21,37%[activator],-6,·,5%,-5%,-16%,-3%,4%,-13%
COc1ccc(C(=S)N2CCN(C)CC2)cc1Br,-13%,0,1%,-3%,-4%,-7%,-2%,0%,9%
CCOC(=O)[C@H]1[C@H]2COc3ccccc3[C@@H]2N2C(=O)c3cc(Br)ccc3NC(=O)[C@@]12C,·,3,-10%,?,·,-12%,-6%,·,-1%
CCCCN(CC(=O)NC1CCCC1)C(=O)C(=O)Nc1ccc2c(c1)OCCO2,9%,-3,11%,24%,-2%,-4%,-2%,-2%,-19%
O=C1c2ccccc2C(=O)N1CC(=O)N1c2ccccc2Sc2ccc(C(F)(F)F)cc21,-7%,3,5%,0%,6%,-8%,0%,32%,-8%
CCCCCCc1nnc(N)s1,?,-4,23%,12%,-2%,-7%,-2%,23%,-5%
Cc1ccccc1C(=O)Nc1cccc(NC(=O)c2ccc(-c3ccc(Br)cc3)o2)c1,-1%,-10,14%,8%,-2%,-2%,5%,35%,-6%
COc1cccc(/C=C2\N=C3CCCCCN3C2=O)c1,-5%,-3,3%,12%,-3%,-6%,3%,8%,0%
Cc1ccc(CN(C)C(=O)CSc2nnc3n2CCCCC3)c(C)c1,·,-1,7%,-9%,·,-8%,-5%,·,-10%
CC(=O)c1ccc(S(=O)(=O)N2CCN(C(=O)c3cccc(S(=O)(=O)N4CC(C)OC(C)C4)c3)CC2)cc1 (stereo not given),·,-1,·,-8%,·,-7%,-5%,·,-8%
O=C(NCc1cccs1)c1ccc(S(=O)(=O)N2CCCCC2)cc1,-16%,-5,2%,45%[activator],-6%,-14%,0%,4%,2%
Cc1cccc(C(=O)Nc2nnc(S(=O)(=O)N(C)Cc3ccccc3)s2)c1,-1%,-11,·,-8%,-1%,-10%,-2%,-21%,2%
C=CCC1(NC(C)c2ccccc2)CCCCC1 (stereo not given),-10%,-6,32%[activator],-5%,0%,-16%,-2%,8%,-16%
COc1ccccc1NC(=O)C1CCCCC1,-6%,-3,2%,3%,-3%,1%,6%,-28%,-25%
O=C1COc2ccc(-c3cc(-c4ccccc4)c4c(n3)-c3cc(Cl)ccc3OC4)cc2N1,-6%,-5,·,-3%,-6%,6%,0%,14%,-7%
CCOC(=O)C1(Cc2cccc(F)c2)CCN(Cc2ccc(COC)o2)CC1,-11%,-5,3%,-8%,-1%,-14%,-3%,-2%,-22%
CNC(C)C#Cc1ccc2c(=O)c3c(OC)cccc3oc2c1 (stereo not given),49%[activator],·,-17%,·,0%,·,·,54%,·
CC(C)c1ccc(NC2CCCN(C(=O)c3cc(C(C)C)[nH]n3)C2)cc1 (stereo not given),-22%,3,2%,-9%,-6%,-14%,-4%,3%,7%
Cc1ccc(Cl)cc1NC(=O)c1sc(-n2nc(C)c(Cc3ccc4c(c3)OCO4)c2C)nc1C,6%,-1,·,-7%,-5%,-17%,-4%,-2%,-2%
COc1ccc(N2C(=O)CSC2c2ccc([N+](=O)[O-])cc2)cc1 (stereo not given),-3%,-11,3%,16%,-2%,1%,-2%,7%,2%
CCOC(=O)c1ccc(Nc2nc3nonc3nc2Nc2cccc(C)c2C)cc1,-20%,-3,·,-10%,-18%,-17%,2%,5%,-24%
COc1ccccc1NC(=O)c1ccc(-n2cccn2)nc1,-22%,-5,-7%,24%,-5%,-1%,0%,26%,8%
Cn1nnnc1SCC(=O)NCc1cccc(C(=O)O)c1,-11%,0,0%,27%,0%,-15%,-4%,1%,-5%
Cc1ccc(S(=O)(=O)c2nnn3c2nc(N2CCCC2)c2sccc23)cc1,-12%,0,·,7%,3%,7%,-1%,74%,0%
Cc1ccc(C)c(OCc2cc(C(=O)N(C)Cc3nccn3C)no2)c1,-9%,-2,-6%,99%[activator],-1%,-18%,-1%,3%,-2%
Cc1ccc(NC(=O)c2nc[nH]c2C(=O)NCC(=O)OC(C)(C)C)cc1,-2%,-8,3%,?,-2%,-8%,-3%,3%,-14%
c1ccc2c(c1)oc1c(NCc3ccc4c(c3)OCO4)ncnc12,-14%,-9,3%,5%,-6%,?,4%,?,-10%
Cc1cccc(NC(=S)NN2CCN(C)CC2)c1C,-2%,-7,-2%,17%,-1%,-6%,-7%,5%,0%
Cc1cc(C)c2sc(N(CCCN(C)C)C(=O)CN3C(=O)c4ccccc4C3=O)nc2c1,?,0,-4%,-10%,19%,-11%,-6%,?,7%
CC(=O)Nc1cc(-c2ccc(F)cc2)[nH]n1,-3%,-5,7%,85%[activator],-18%,?,5%,15%,-4%
C/C(=N/NS(=O)(=O)c1ccc(Br)cc1)c1ccc(NC(=O)c2ccc(C)o2)cc1,?,-5,-8%,3%,-7%,-18%,2%,9%,-8%
COc1ccccc1NC(=O)C(=O)N1CCCC1,-4%,1,-6%,39%[activator],-8%,-21%,5%,30%,5%
CCn1c(SCC(=O)N2CCCc3ccccc32)nc2c(c1=O)SC(C)C2 (stereo not given),-5%,-2,-3%,15%,-5%,-20%,-5%,2%,-1%
FC(F)(F)COc1nc(N2CCCCC2)nc(N2CCNCC2)n1,-5%,-7,-1%,15%,1%,-23%,-6%,-9%,-2%

# Of the compounds above, these have an aryl methoxy group:
SMILES,Apoferritin bind,LDHA inh,APEX1 inh,POLI inh,BLM inh,Pol eta inh,Glioma ERSR ind,POLB inh,POLK inh
COc1ccc(Cl)cc1NC(=O)Cn1nc(Cc2ccncc2)c2ccccc2c1=O,-10%,0&2,·,38%[activator],-2%,-22%,-1%,16%,-4%
COc1ccc(Cn2c(C)ccc2C)cc1,-10%,-3,-5%,4%,0%,-12%,2%,4%,5%
COc1ccc(C(=S)N2CCN(C)CC2)cc1Br,-13%,0,1%,-3%,-4%,-7%,-2%,0%,9%
COc1cccc(/C=C2\N=C3CCCCCN3C2=O)c1,-5%,-3,3%,12%,-3%,-6%,3%,8%,0%
COc1ccccc1NC(=O)C1CCCCC1,-6%,-3,2%,3%,-3%,1%,6%,-28%,-25%
CNC(C)C#Cc1ccc2c(=O)c3c(OC)cccc3oc2c1 (stereo not given),49%[activator],·,-17%,·,0%,·,·,54%,·
COc1ccc(N2C(=O)CSC2c2ccc([N+](=O)[O-])cc2)cc1 (stereo not given),-3%,-11,3%,16%,-2%,1%,-2%,7%,2%
COc1ccccc1NC(=O)c1ccc(-n2cccn2)nc1,-22%,-5,-7%,24%,-5%,-1%,0%,26%,8%
COc1ccccc1NC(=O)C(=O)N1CCCC1,-4%,1,-6%,39%[activator],-8%,-21%,5%,30%,5%

# Screening results: PubChem BioAssay, National Center for Advancing Translational Sciences (NCATS)

# These rows are one share of the data; count on the stated rates, not on these rows.
